Compound activity as filed in PubChem.
LGR2 antag – inhibitors of bursicon-induced LGR2 CRE-luciferase signal, primary screen, cell-based, HEK293, CRE-luciferase reporter, bursicon stimulation | bursicon-stimulated, 4 h | inhibition, % at 9.99 µM | Drosophila bursicon receptor LGR2 (rickets) | AID 720647, 2013 | hit rate 0.35% among 380,000;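 active means drop in luminescence signal, shown as inhibition above about 50% in the replicate tests, limit read from the data, passing the limit was not always enough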;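 further: agonist challenge used bursicon conditioned medium at about half maximal strength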
S100A4 MyoIIA – inhibitors of S100A4-myosin IIA peptide binding, primary screen, biochemical, fluorescence polarization, TAMRA-MyoIIA peptide; hit rate 0.14% among 360,000; Protein S100-A4 (Homo sapiens), P26447; inhibition, % at 10.7 µM;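 active means mean inhibition of at least 70% across replicates, with every replicate also reaching that level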
Target sequence (P26447 whole entry, looked up): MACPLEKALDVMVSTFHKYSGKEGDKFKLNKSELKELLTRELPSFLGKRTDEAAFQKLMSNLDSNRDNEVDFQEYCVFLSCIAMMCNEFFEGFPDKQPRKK
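System – human S100A4 monomer protein, biochemical binding assay · Buffer or medium – Calcium-containing HEPES buffer, pH 7.2 · Timing – 5 min between mix addition and reading · Also added – TAMRA-labelled myosin IIA heavy-chain peptide probe, 5 nM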
CASP6 VEID inh – human caspase-6 inhibitors, primary screen, biochemical, VEID-R110 fluorescence, single point, set 2. purified caspase-6, Z-VEID-R110 cleavage fluorescence. AID 686996, 2013. hit rate 0.53% among 350,000. inhibition, % at 12.5 µM;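 active means mean inhibition across replicates at least about 35%, with every replicate also reaching that limit, limit read from the data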;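 further: 0% = median of neutral control wells and 100% = no fluorescence left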
Target sequence (P55212 24-179 limits assumed): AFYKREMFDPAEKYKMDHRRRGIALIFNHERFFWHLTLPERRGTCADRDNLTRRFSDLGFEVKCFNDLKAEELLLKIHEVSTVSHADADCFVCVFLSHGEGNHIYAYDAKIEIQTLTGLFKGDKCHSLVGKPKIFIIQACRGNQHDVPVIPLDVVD
Target sequence (P55212 194-293 limits assumed): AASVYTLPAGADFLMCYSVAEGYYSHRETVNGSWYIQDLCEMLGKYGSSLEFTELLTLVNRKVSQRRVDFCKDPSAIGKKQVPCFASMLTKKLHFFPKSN
C2C12 statin – suppressors of statin myotoxicity in C2C12 myotubes, primary screen, cell-based, single point, plate reader; C2C12 myotubes + simvastatin, ATP luminescence, 48 h; scaled: DMSO 0, geranylgeraniol control 100; hit rate 0.78% among 330,000; rescue of ATP level, % at 7.49 µM; AID 602340, 2012;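 active means mean ATP rescue above about 67%, or every replicate alone reaching that limit, limit read from the data, passing the limit was not always enough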;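 further: myotubes were challenged with 10 µM simvastatin during compound exposure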
SIRT5 inh – SIRT5 desuccinylase inhibitors, primary screen, biochemical, fluorescence imaging, single point, set 5; NAD-dependent protein deacylase sirtuin-5, mitochondrial (Homo sapiens), Q9NXA8; Purified SirT5, succinyl-peptide AMC, trypsin-coupled fluorescence; inhibition, % at 15 µM; hit rate 1.1% among 330,000; in the data active means inhibition above about 15%
Target sequence (Q9NXA8 whole entry, looked up): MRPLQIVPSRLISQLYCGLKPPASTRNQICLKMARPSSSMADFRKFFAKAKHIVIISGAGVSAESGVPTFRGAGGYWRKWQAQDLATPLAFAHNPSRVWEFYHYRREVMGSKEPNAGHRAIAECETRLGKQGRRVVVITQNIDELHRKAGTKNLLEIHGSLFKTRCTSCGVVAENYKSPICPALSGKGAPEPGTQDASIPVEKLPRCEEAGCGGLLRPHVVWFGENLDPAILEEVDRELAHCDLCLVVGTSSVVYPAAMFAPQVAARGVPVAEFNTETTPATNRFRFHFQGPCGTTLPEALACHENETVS
esBAF inh – Bmi1 luciferase reporter increase in mESCs, primary screen, esBAF inhibitor project, mouse ES cells, Bmi1 luciferase knock-in, single point; 24 h; 100% = twice the neutral-well signal; reporter increase, % at 12.5 µM; AID 602393, 2012; hit rate 2% among 350,000; in the data active means activation above about 40%;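 further: 0% = median of the plate's neutral control wells and 100% = double that signal; a rise in the Bmi1 reporter signal indicates esBAF inhibition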
FN deposition inh – inhibitors of fibronectin matrix deposition, primary screen, AH1F cells, Alexa488-fibronectin fluorescence, plate reader. AID 743247, 2014. AH1F fibroblasts, overnight. hit rate 0.086% among 350,000. inhibition, % at 12.6 µM;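 active means mean inhibition across replicates of 30% or more, regardless of how many single replicates reach that level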;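 further: positive control wells lacked labelled fibronectin entirely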
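Material: AH1F fibroblast monolayer depositing Alexa488-labelled fibronectin into matrix / Amount: 10000 AH1F cells per well / Signal: fluorescence 485/525 nm / Medium: DMEM, 2% serum / Compound: single dose, pinned / Incubation: 1 h cell adhesion before compound, then overnight fibronectin incubation / Reagent: Alexa488-FN, 24 nM final / Read-out: inhibition of fibronectin deposition signal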
* marks the source's active call; other numbers are inactive results; · = not tested or not shown.

SMILES	LGR2 antag	S100A4 MyoIIA	CASP6 VEID inh	C2C12 statin	SIRT5 inh	esBAF inh	FN deposition inh
CC1CN1P(=O)(Oc1ccccc1)N1CC1C (stereo not given)	-12.9	12.8	0.6	0.1	·	-6.3	·
CN(C)S(=O)(=O)c1cc(NC(=O)C[N+]23CCN(CC2)CC3)ccc1Cl	·	1.0	-5.3	·	-0.6	·	1.9
Cc1nc2ccc(Cl)cc2c(=O)n1-c1ccc([N+](=O)[O-])cc1	0.5	1.4	7.3	9.5	-2.2	0.1	-4.3
C=CCn1c(O)c(C=Nc2c(C)n(C)n(-c3ccccc3)c2=O)c(=O)[nH]c1=O	·	-0.9	-1.1	·	5.8	·	-11.7
COc1ccc2c(c1OC)C(=O)OC2C1c2cc3c(cc2CCN1C)OCO3 (stereo not given)	21.8	-3.3	7.1	10.3	0.1	-0.6	3.9
O=c1c2ccccc2nc(-c2ccccc2)n1-c1ccc(O)cc1	-9.9	-3.2	1.2	-1.2	-0.2	1.2	2.0
COC(=O)C1=C(c2cc3ccccc3o2)C[C@@H]2CC[C@H]1N2C(=O)NCCNC(C)=O	-24.2	15.2	0.1	13.7	·	1.1	13.1
CCOCCN1CCC(OC(C)=O)C(C)C1 (stereo not given)	·	·	·	-9.5	·	1.8	8.4
COc1cc(/C=C/[N+](=O)[O-])ccc1OC(=O)c1cccnc1	·	0.6	7.9	20.8	-0.2	-3.8	-7.5
COC(=O)[C@@H]1[C@@H](CO)[C@@H]2Cn3c(cccc3=O)[C@H]1N2CCc1ccccc1	4.4	5.7	0.8	15.1	-1.4	-5.2	10.9
COC(=O)C1=C(c2cc3ccccc3s2)C[C@@H]2CC[C@H]1N2C(=O)N1CCC(C)CC1	14.1	-6.0	-1.2	-12.5	5.4	19.2	-4.0
CCc1nnc(NS(=O)(=O)c2ccc(N=Cc3c(O)n(-c4ccc(Cl)cc4)c(=O)[nH]c3=O)cc2)s1	-5.6	12.0	2.5	·	0.0	·	-8.6
COC(=O)C1=C(c2ccccc2OCc2ccccc2)C[C@@H]2CC[C@H]1N2C(=O)NCCOc1ccccc1	9.9	6.4	-0.5	-8.0	-5.2	-0.6	12.3
COc1cccc(Oc2coc3cc(OC(=O)N(C)C)ccc3c2=O)c1	-1.7	-2.4	0.6	3.1	-0.2	6.3	-2.1
CCN(CC)CC(O)c1ccc(C2CCCC2)cc1 (stereo not given)	5.9	-0.9	-0.7	6.7	-0.8	-3.2	-3.4
CC(C)(C)C(=O)Nc1ccc(S(=O)(=O)N2CC3CC(C2)c2cccc(=O)n2C3)cc1 (stereo not given)	3.3	-1.2	-2.0	·	3.9	·	7.2
Cc1nc2cc([N+](=O)[O-])ccc2c(=O)n1-c1cccc(Br)c1	·	1.6	4.3	6.9	-1.5	2.9	1.0
CC(C)CC(NC(=O)C1CCCCC1)C(=O)N1CCC2(CC1)OCCO2 (stereo not given)	·	·	·	7.5	·	10.1	5.3
CCOC(=O)c1ccc(N=C(c2ccccc2)c2c(O)n(C)c(=O)n(C)c2=O)cc1	-11.6	-21.0	4.9	·	0.8	·	-6.9
O=c1c2ccccc2nc(/C=C/c2ccccc2)n1-c1ccccc1O	-4.1	-1.7	4.3	17.2	-1.4	0.6	·
COc1ccc(C#Cc2ccc([C@@H]3[C@@H](CO)N4CCCCN(C(=O)Cc5ccccc5)C[C@@H]34)cc2)cc1	8.8	7.4	1.2	8.3	4.3	8.7	·
C/C=C1/C[C@@H](C)[C@](O)(CO)C(=O)OCC2=CCN3CC[C@@H](OC1=O)[C@@H]23	1.2	-6.1	11.1	8.5	0.2	-11.5	-0.7
CN(C)C(=Nc1ccccc1)P(=S)(N(C)C)N(C)C	-0.3	3.6	1.7	-5.2	-6.3	-8.4	·
Cn1cc(C(=O)NP(=O)(N2CCOCC2)N2CCOCC2)c2ccccc21	·	-2.5	3.1	·	2.0	·	6.6
N#CC(C#N)=NNc1ccc(-n2ccc(C(F)(F)F)n2)cc1	78.4*	-1.4	2.5	·	·	·	-26.7

The final 5 compounds of the part before lead into the next:
SMILES	LGR2 antag	S100A4 MyoIIA	CASP6 VEID inh	C2C12 statin	SIRT5 inh	esBAF inh	FN deposition inh
COc1ccc(C#Cc2ccc([C@@H]3[C@@H](CO)N4CCCCN(C(=O)Cc5ccccc5)C[C@@H]34)cc2)cc1	8.8	7.4	1.2	8.3	4.3	8.7	·
C/C=C1/C[C@@H](C)[C@](O)(CO)C(=O)OCC2=CCN3CC[C@@H](OC1=O)[C@@H]23	1.2	-6.1	11.1	8.5	0.2	-11.5	-0.7
CN(C)C(=Nc1ccccc1)P(=S)(N(C)C)N(C)C	-0.3	3.6	1.7	-5.2	-6.3	-8.4	·
Cn1cc(C(=O)NP(=O)(N2CCOCC2)N2CCOCC2)c2ccccc21	·	-2.5	3.1	·	2.0	·	6.6
N#CC(C#N)=NNc1ccc(-n2ccc(C(F)(F)F)n2)cc1	78.4*	-1.4	2.5	·	·	·	-26.7
Cc1c(N=Cc2c(O)n(Cc3ccco3)c(=O)[nH]c2=O)c(=O)n(-c2ccccc2)n1C	-16.6	·	·	-0.9	·	-6.6	·
COC(=O)C1=C(c2cccc(OCc3ccccc3)c2)C[C@@H]2CC[C@H]1N2C(=O)NCc1cccc(F)c1	8.4	-5.8	-0.8	-3.4	-7.5	5.4	-3.3
CC1CCCN1CCC(C(N)=O)(c1ccccc1)c1ccccc1 (stereo not given)	3.3	-5.8	-4.2	5.4	-2.0	-1.0	6.4
O=c1[nH]cnc2nc(-c3ccc(N(CCCl)CCCl)cc3)[nH]c12	-113.6	-3.4	2.2	-14.8	·	73.9*	·
COC1C(C)OC(OC2CC(C)(O)Cc3cc4c(c(O)c32)C(=O)c2c(O)cc3c(c2C4=O)OC2OC3(C)C(O)C(N(C)C)C2O)C(OC)C1(C)OC (stereo not given)	20.0	24.9	17.8	·	0.0	·	-4.3
O=P(Oc1ccccc1)(Oc1ccccc1)C(O)c1ccccc1 (stereo not given)	-2.7	0.0	-11.9	-2.1	·	-2.9	-2.4
CCOC(=O)C1=C(C(=O)OCC)C2(c3ccccc3)c3ccccc3C1(C)N2C (stereo not given)	6.7	-67.3	3.1	·	-4.9	·	-4.4
CC(=NCCCn1ccnc1)c1c(O)n(C2CCCCC2)c(=O)[nH]c1=O	·	-44.8	-2.2	9.6	-3.1	3.2	1.4
CCCNC(=O)[C@@H]1[C@@H](CO)[C@@H]2Cn3c(cccc3=O)[C@@H]2N1CC	-1.6	0.9	1.1	·	3.5	·	·
CCCCn1c(O)c(C(CC)=NCCN2CCOCC2)c(=O)[nH]c1=O	·	·	·	-6.6	·	4.6	-0.4
O=C1NCN(c2ccccc2)C12CCN(C(c1ccnc3ccccc13)c1nnnn1C1CCCC1)CC2 (stereo not given)	8.5	0.4	-1.8	10.3	-2.1	4.2	-2.4
CC(C)C/C(=N/O)c1c[nH]c2ccccc12	39.3	·	·	19.2	·	10.9	·
O=C(Nc1c(F)cc(F)cc1F)c1cccn(Cc2ccccc2)c1=O	8.7	3.7	1.1	·	-1.7	·	-2.6
O=C(N/N=C/c1c(O)n(Cc2ccccc2)c(=O)[nH]c1=O)c1ccncc1	1.0	-6.4	-3.4	·	-2.9	·	4.6
O=C(NCCN1CCC2(CC1)C(=O)NCN2c1ccccc1)c1ccc(F)c(F)c1	24.0	0.2	-1.2	·	-3.7	·	4.6
O=C1NC(=O)C(=Cc2cc([N+](=O)[O-])ccc2N2CCCCC2)C(=O)N1	36.7	-2.1	2.1	2.5	1.4	6.0	1.2
Cc1ccccc1N1C(=O)NC(=O)/C(=C/c2ccc(N3CCOCC3)o2)C1=O	·	-42.4	-5.9	·	6.5	·	4.5
CC(=O)N1Cc2cnnn2-c2ccccc2C1(C)C#N (stereo not given)	-10.3	0.5	-3.1	-3.7	1.1	-8.5	7.4
CC1(C)C2CC=C(CN3CCOCC3)C1C2 (stereo not given)	3.8	-2.5	11.9	18.9	0.3	2.7	·
CCOC(=O)C1(CCc2ccccc2)CCN(C2CCSCC2)CC1	-14.1	-7.9	-0.3	-16.6	0.2	-6.3	-36.3
NC(=O)c1ccc(OCCC(O)N2CC=C(c3ccc(F)cc3)CC2)cc1 (stereo not given)	4.2	-0.9	-3.7	-2.4	-1.3	-1.2	13.1
Cc1cc(/C=C2\C(=O)NC(=O)N(c3cccc(F)c3)C2=O)c(C)n1-c1ccc(C(=O)O)c(Cl)c1	-1.5	-18.9	24.3	-1.0	3.7	-1.9	-0.8
CCOC(=O)COc1ccc2c(c1)c(C(C)=O)c(C)n2Cc1ccccc1	-0.3	3.7	0.9	-13.3	1.8	-7.3	-0.8
Cc1nn(Cc2ccccc2)c(Cl)c1C(=O)OCC(=O)Nc1cccc2ccccc12	-4.1	-2.9	-0.3	·	-0.5	·	-0.9
Clc1cc(Cl)c(-c2cc(Cl)c(Cl)cc2Cl)cc1Cl	-21.8	-0.2	-3.2	-7.7	·	7.2	·
Next section:
SMILES	LGR2 antag	S100A4 MyoIIA	CASP6 VEID inh	C2C12 statin	SIRT5 inh	esBAF inh	FN deposition inh
Cn1c(O)c(/C=N/NC(=O)c2ccncc2)c(=O)n(C)c1=S	5.3	-43.6	0.1	-2.2	0.4	-4.8	1.3
CC(C)n1c(=O)c(C=Nc2ccc(F)cc2)c(O)n(Cc2ccco2)c1=O	-5.9	-4.4	-0.6	·	3.5	·	·
Cc1cc(C(=O)N2CCC3(CC2)OCCO3)no1	-2.9	-3.8	-1.0	·	-4.0	·	·
COC(=O)C1=C(c2ccc(Cl)c(C(F)(F)F)c2)C[C@@H]2CC[C@H]1N2C(=O)NCC1CC1	21.4	-1.6	3.5	4.2	2.5	0.7	-14.3
Clc1ccc(CCC(Cn2ccnc2)Sc2c(Cl)cccc2Cl)cc1 (stereo not given)	24.8	0.9	8.4	-9.8	-2.1	-2.7	·
CN(C)C(Cc1ccccc1)C(=O)c1ccccc1 (stereo not given)	·	-1.2	0.2	·	-3.2	·	1.3
COc1ccc(-n2c(O)c(C=Nc3c(C)n(C)n(-c4ccccc4)c3=O)c(=O)[nH]c2=O)cc1	·	·	·	0.5	·	-3.9	-2.2
Cc1cc(OC(=O)N(C)C)nc(SCc2c(Cl)cccc2Cl)n1	4.2	1.1	-0.1	·	4.8	·	-0.6
C[C@]12CCC3C(CC[C@@H]4[C@H]5O[C@H]5CC[C@]34C)C1CC[C@@H]2O (stereo not given in full)	-7.1	-2.6	1.4	·	1.6	·	6.4
O=C(c1ccc2c(c1)OCO2)C1CCCN(Cc2c(F)cccc2Cl)C1 (stereo not given)	-1.1	-3.5	1.3	4.3	-3.5	-3.5	-1.2
COC(=O)C1=C(c2ccc(OC)c(OC)c2)C[C@@H]2CC[C@H]1N2C(=O)NCCCOC(C)C	5.4	-0.6	-1.9	-7.7	·	-6.1	5.8
COc1cc(CCN)ccc1O	·	3.9	-3.8	5.0	0.7	10.1	-3.2
N#Cc1ccc(C(=O)N2Cc3cnnn3-c3ccccc3C2C#N)cc1 (stereo not given)	-7.5	15.5	-2.9	-13.2	-3.6	1.3	·
COc1ccc2[nH]c3c(c2c1)CCNC3C (stereo not given)	·	-2.7	-6.7	1.8	-3.6	-2.1	1.9
CCOC(=O)c1cncn1[C@@H](C)c1ccccc1	9.7	-1.6	-3.0	9.3	0.7	6.5	-2.8
CCOC(=O)C1=C(C)OC(N)=C(C(=O)OCC)C12C(=O)Nc1ccc(Br)cc12 (stereo not given)	3.4	·	·	44.8	·	3.7	·

A portion of the library, so the mix of outcomes need not match the whole.
